PfHsp90 set2 = growth inhibition of PfHsp90-expressing yeast, primary screen, antimalarial PfHsp90 inhibitor project, S. cerevisiae, BacTiter-Glo luminescence, single point, set 2; AID 504621, 2011; 310,000 compounds, 0.32% hits; inhibition, % at 9.4 µM; BacTiter-Glo ATP, 48 h; yeast lacking PDR1 and PDR3 efflux regulators;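 active = every replicate shows inhibition above about 80%, whatever the replicate mean, limit read from the data; inconclusive = mean inhibition reaches the set limit but some replicate falls short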;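 note: 0% = DMSO neutral controls and 100% = 20 µM radicicol positive controls; yeast relying on Plasmodium falciparum Hsp90 in place of its own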
PKA-R1A activ = activators of PKA-R1A holoenzyme, primary screen, biochemical, fluorescence polarization, Cy5-IP20, bovine R1A, mouse PKAc | cAMP-dependent protein kinase type I-alpha regulatory subunit (Bos taurus) + … | 340,000 compounds, 0.083% hits | PKA-R1A dissociation; scaled: DMSO 0%, 113 µM cGMP 100% | AID 504707, 2011 | activation, % at 11.4 µM;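 active = percent activation above the mean of all tested compounds plus 3 SD, cut at about 19% in these data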;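 note: higher means more PKAc released from R1A so a rise in polarization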
AddAB inh = growth inhibition of E. coli expressing H. pylori AddAB, primary screen, AddAB inhibitor project, absorbance | 330,000 compounds, 0.29% hits | inhibition, % at 11.9 µM; in the data active = inhibition above about 12%;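 note: 0% = vehicle wells of infected cells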
SUMO Mot1 rescue = yeast Mot1-301 growth rescue at high temperature, primary screen, SUMOylation pathway inhibitor project, S. cerevisiae, ATP luminescence, 38.5C; S. cerevisiae Mot1-301 growth rescue; percent above DMSO median, 100 means doubled; growth rescue, % at 18.8 µM; 320,000 compounds, 1% hits;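 active = every valid replicate shows activation above 250% relative to neutral control wells; inactive = the rest, any valid replicate at or below 250%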;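 note: OY570 slx delta 5 strain wells were the positive control but not used for scaling; some compounds called inactive have numbers as strong as hits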
MOR-DOR ag = agonists of OPRM1-OPRD1 heterodimerization, primary screen, cell-based, luminescence. Mu-type opioid receptor (Homo sapiens) + Delta-type opioid receptor (Homo sapiens), …. cells. activation, % at 9.3 µM. 340,000 compounds, 0.3% hits. AID 504326, 2011; in the data active = activation above about 18%;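 note: 0% = vehicle-treated cells and 100% = reference agonist; values of inactives mirror those of a sister screen read the other way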
MOR-DOR inv ag = inverse agonists of MOR-DOR heterodimerization, primary screen, cell-based, luminescence; inhibition, % at 9.3 µM; Mu-type opioid receptor (Homo sapiens) + Delta-type opioid receptor (Homo sapiens), …; 340,000 compounds, 0.21% hits; cell-based MOR-DOR heterodimer luminescence, inverse agonism; in the data active = inhibition above about 22%, passing the limit was not always enough;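 note: 0% = cells with DMSO and 100% = wells without cells with DMSO; values of inactives mirror those of a sister screen read the other way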
HTR5A inv ctr = HTR5A inverse agonists in luminescence cell assay, primary screen, counter-screen for OPRM1-OPRD1 heterodimer inverse agonist project, full-deck HTS | 5-hydroxytryptamine receptor 5A (Homo sapiens), P47898 | HTR5A cell line, inverse agonism | inhibition, % at 9.3 µM | 340,000 compounds, 0.083% hits; in the data active = inhibition mostly above about 23%, no sharp cut-off; inactive = mostly below about 18%;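 note: 0% = cells with DMSO and 100% = no-cell wells with DMSO; some compounds called inactive have numbers as strong as hits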
E coli growth = E. coli V3065 growth inhibition, primary screen, counter-screen for AddAB inhibitor project, absorbance, OD600. 330,000 compounds, 0.27% hits. 18 h. inhibition, % at 11.9 µM;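 active = inhibition above the campaign's mean inhibition across all tested compounds plus 3 SD, cut at about 9.9% in these data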;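 note: uninfected addAB+ strain grown without phage in ampicillin broth; 0% = DMSO wells and 100% = ciprofloxacin 0.95 µg/ml wells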
phage Ecoli inh = growth loss of phage-infected E. coli, primary screen, RecBCD inhibitor project, absorbance, with phage, HTS; inhibition, % at 11.9 µM; 360,000 compounds, 0.26% hits; AID 651602, 2012; in the data active = inhibition above about 11%
HTR5A ag ctr = HTR5A agonists in luminescence cell assay, primary screen, counter-screen for OPRM1-OPRD1 heterodimer agonist project, full-deck HTS; 340,000 compounds, 0.61% hits; cell-based; activation, % at 9.3 µM; 5-hydroxytryptamine receptor 5A (Homo sapiens), P47898; AID 504692, 2011; in the data active = activation mostly above about 9.5%, no sharp cut-off; inactive = mostly below about 7.6%;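 note: 0% = cells with vehicle only and 100% = reference agonist; strong numbers were not always called active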
Pemphigus Ab inh = inhibitors of pemphigus antibody binding to DSG3, primary screen, biochemical, bead-based, flow cytometry, scFv-GFP. 310,000 compounds, 0.48% hits. binding (percent of control), % at 10 µM. DSG3-coupled beads, scFv-anti-DSG3-GFP binding; stronger effect = lower value. Desmoglein-3 (Homo sapiens), P32926. AID 588358, 2011;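 active = binding more than 3 SD below its plate's average and above zero; inconclusive = below that plate limit but binding exactly zero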; note: some compounds called inactive have numbers as strong as hits
Target sequence (P32926 whole entry, looked up): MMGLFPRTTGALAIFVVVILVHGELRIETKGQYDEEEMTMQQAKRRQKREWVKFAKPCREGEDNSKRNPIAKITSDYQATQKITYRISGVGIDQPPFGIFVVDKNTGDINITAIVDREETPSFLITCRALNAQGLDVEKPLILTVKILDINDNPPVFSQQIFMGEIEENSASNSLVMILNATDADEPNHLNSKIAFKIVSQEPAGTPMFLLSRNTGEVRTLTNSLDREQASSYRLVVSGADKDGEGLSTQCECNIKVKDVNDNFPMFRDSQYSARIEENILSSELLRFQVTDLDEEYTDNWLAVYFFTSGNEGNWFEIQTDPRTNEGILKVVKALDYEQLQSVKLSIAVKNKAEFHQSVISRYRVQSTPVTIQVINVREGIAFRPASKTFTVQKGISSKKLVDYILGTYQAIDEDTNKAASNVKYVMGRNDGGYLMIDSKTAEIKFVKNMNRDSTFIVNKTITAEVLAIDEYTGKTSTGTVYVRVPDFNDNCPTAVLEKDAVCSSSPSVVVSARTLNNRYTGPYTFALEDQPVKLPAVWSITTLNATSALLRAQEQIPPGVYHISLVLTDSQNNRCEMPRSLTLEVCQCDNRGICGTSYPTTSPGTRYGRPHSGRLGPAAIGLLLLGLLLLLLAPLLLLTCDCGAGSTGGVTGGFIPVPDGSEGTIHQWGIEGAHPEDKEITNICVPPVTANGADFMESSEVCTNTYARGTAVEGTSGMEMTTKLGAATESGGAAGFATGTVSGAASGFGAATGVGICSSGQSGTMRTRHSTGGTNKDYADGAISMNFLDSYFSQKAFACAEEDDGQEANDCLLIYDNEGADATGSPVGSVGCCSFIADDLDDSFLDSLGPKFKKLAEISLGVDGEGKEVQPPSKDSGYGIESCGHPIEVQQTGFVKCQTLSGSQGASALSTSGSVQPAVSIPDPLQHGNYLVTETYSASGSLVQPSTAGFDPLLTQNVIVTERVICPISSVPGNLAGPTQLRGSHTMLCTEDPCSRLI
* = called active by the depositor; ? = inconclusive; nt = not tested or not shown. This is a subset. The share of hits here may be higher or lower than overall.

SMILES	PfHsp90 set2	PKA-R1A activ	AddAB inh	SUMO Mot1 rescue	MOR-DOR ag	MOR-DOR inv ag	HTR5A inv ctr	E coli growth	phage Ecoli inh	HTR5A ag ctr	Pemphigus Ab inh
CN(C(=O)Oc1ccc(C(C)(C)C)cc1)c1ccccc1	-48	-4	2.5	18	11	-54	-1	0.5	4.4	0	82
CCC(=NCCCN(C)C)c1c(O)n(-c2ccc(OC)cc2)c(=O)[nH]c1=O	36	-5	1.8	nt	-2.2	12	1	-2.9	3.5	0	nt
c1ccc(C(CN2CCCCC2)c2ccccc2)cc1	-22	3	nt	nt	-1.1	5	15	nt	3.0	-4	93
N=Cc1c(O)n(-c2ccccc2)c(=O)n(-c2ccccc2)c1=O	9	-1	-0.6	65	-1.4	7	1	-0.2	0.2	0	91
O=C1CCC[C@@H]2C[C@@]3(C[C@@H]4CCN1[C@H]24)Nc1cc(Cl)ccc1NC3=NCc1ccccc1	4	1	nt	nt	-1.2	7	-7	nt	1.5	1	110
CC1=C(C(=O)O)N2C(=O)C(NC(=O)CCCC(=O)O)C2SC1 (centres undefined)	-4	0	1.6	-10	-1.5	7	-2	1.5	4.5	1	82
CCc1ccc(N2C(=O)NC(=O)C(Cc3ccc(OC)cc3OC)C2=O)cc1 (centres undefined)	0	0	2.2	60	2.4	-13	-12	2.8	-0.2	1	103
OCCOCCO	7	-7	2.0	-15	-3.3	16	8	0.2	1.6	4	103
O=C(COC(=O)Cc1ccccc1)Nc1cccnc1Cl	nt	-7	4.0	-8	-4.3	20	-3	1.7	2.6	1	110
O=C1C2CCCC1C(N1CCCC1)CC2 (centres undefined)	4	-5	-1.2	-6	-3.8	18	14	-1.4	1.9	-2	108
CN(C)P(=O)(N(C)C)N1CC1	7	-1	nt	nt	-3.3	16	-6	nt	1.6	1	115
Cc1ccc(S(=O)(=O)N2Cc3cnnn3-c3ccccc3C2C#N)cc1 (centres undefined)	15	-1	nt	nt	-1.1	5	-4	nt	1.0	1	94
CC(=O)c1cc(C#N)c(N2CCN(C)CC2)nc1C	7	-4	0.4	10	-3.6	18	8	-1.1	1.1	-11	103
C=CCn1c(O)c(C=NCCN(C)C)c(=O)[nH]c1=O	7	7	2.5	-5	-1.4	7	-40	2.2	1.9	16	98
Cn1c(O)c(C=NCc2ccco2)c(=O)n(C)c1=O	19	6	-1.5	2	0.8	-5	-33	0.3	0.9	13	99
C[C@]12CC[C@@H](O)CC1=CCC1C2CC[C@@]2(C)C1CC[C@@H]2N (some centres undefined)	4	-9	-0.2	14	-1.3	7	-3	-1.0	2.1	1	96
O=P(OCC(F)(F)C(F)F)(N1CCOCC1)N1CCOCC1	-6	12	0.9	-4	-1.2	7	3	-0.5	0.8	-1	103
CCOC(=O)c1c(C)[nH]c(C(=O)C(Cc2ccccc2)N(C)C)c1C (centres undefined)	6	-9	4.3	-2	-2.6	13	12	0.7	2.5	2	107
c1cc2c(cc1NC1=NCCO1)CCCC2	-16	0	nt	nt	-2.1	9	10	nt	-0.7	-3	97
Cc1nc2ccccc2c(=O)n1-c1ccccn1	1	-16	-0.2	-5	-1.6	9	2	3.7	0.5	-1	109
Cc1ccc(C2C(S(C)(=O)=O)=C(O)C(=O)N2c2ccccc2)cc1 (centres undefined) (tested in a mixture with another compound)	19	-1	0.9	5	-3.0	12	-22	-2.9	1.8	9	nt
CCC(=NCc1ccco1)c1c(O)n(C2CCCCC2)c(=O)[nH]c1=O	8	6	3.6	152	1.6	-9	13	-1.9	-0.8	0	nt
O=C1CC(c2ccccc2)CN1 (centres undefined)	12	0	0.8	-8	-1.3	7	-24	2.0	-0.7	0	103
CCN(CC)CCNC(=O)c1c(O)c2ccccc2n(Cc2ccccc2)c1=O	0	10	1.9	-11	-0.1	1	-2	-0.6	0.9	3	103
CC(C)NP(=O)(NC(C)C)OP(=O)(NC(C)C)NC(C)C	-17	-11	1.8	15	-1.7	9	0	1.2	1.5	0	89
O=C1Nc2ccc(Br)cc2C(c2ccccc2Cl)=NC1O (centres undefined)	4	-2	5.4	574*	-2.4	13	1	1.2	1.4	-1	84
O=C1NC(=O)C(=CCc2ccccc2)C(=O)N1	16	-3	nt	nt	-3.2	15	0	nt	-0.4	0	nt
O=c1[nH]c(=S)n(Cc2ccco2)c(O)c1C=NCc1cccs1	1	-16	-0.5	2	-3.0	15	-4	0.1	0.3	-1	nt
CCOCCCN=Cc1c(O)n(Cc2ccccc2)c(=O)[nH]c1=O	nt	-12	2.9	-10	-2.1	10	-4	-1.1	-1.3	-4	93
O=C1NC(=O)C(=Cc2cccs2)C(=O)N1	-14	-6	nt	nt	-1.1	5	2	nt	-0.1	0	102
Cc1ccc(N=Cc2c(O)n(-c3ccc(C)cc3)c(=O)[nH]c2=O)cc1	-13	7	1.1	-10	-0.7	4	-8	-0.7	3.6	5	102
COC(=O)CSC1=NN1c1cc(C)nc(N)n1	-7	0	3.0	-11	1.7	-9	-4	1.7	1.7	1	101
Cc1cc(OCC(=O)N2CCC(C(=O)O)(c3ccccc3)CC2)c2c(C)cc(=O)oc2c1	-6	2	2.4	-1	-1.2	6	-7	-0.3	3.9	1	105
O=C(c1cc2nc(-c3ccccc3)cc(-c3ccccc3)n2n1)N1CCC2(CC1)OCCO2	-11	2	3.1	-13	-0.5	2	-4	0.0	1.2	-5	117
CN1C(=O)NC(=O)C2(Cc3ccccc3N3CCOCC32)C1=O (centres undefined)	8	8	0.6	4	-1.2	6	1	0.7	0.9	2	99
CN(C(=O)Oc1ccc(C(=O)c2ccc(Cl)cc2)cc1)c1ccccc1	12	-10	4.5	8	2.9	-14	-24	2.2	1.6	2	80
Cc1cccc(CNCCc2ccccc2)n1	-17	-5	-1.8	-15	-0.3	1	4	-2.9	2.0	-2	95
CCOC(=O)CC1c2ccccc2-n2nncc2CN1C (centres undefined)	-38	-3	nt	nt	-3.5	16	1	nt	-1.6	0	95
Cc1cccc(CS(=O)(=O)Cc2ccc(C(=O)N3CCC4(CC3)OCCO4)o2)c1	5	5	4.3	-2	-1.1	6	-9	0.3	1.7	1	105
O=C(Cc1ccccc1)Oc1cccc(N2C(=O)CCC2=O)c1	-6	-15	1.0	-7	-2.5	14	-10	-0.8	0.0	3	103
Cc1cccc(C(O)(C(=O)O)c2ccccc2)c1 (centres undefined)	-26	4	nt	nt	-0.9	4	0	nt	2.2	0	103
CC12CN3CC(C)(CN(C1)C3c1cccnc1)C2=O (centres undefined)	4	-6	-0.7	89	-1.4	8	16	0.6	3.1	-3	98
O=c1[nH]c(=O)n(Cc2ccc(F)cc2)c(O)c1C=NCCCN1CCOCC1	14	-5	0.2	-11	-1.4	7	17	1.4	1.6	-3	nt
COc1ccc2[nH]c3c(c2c1)CCNC3C (centres undefined)	5	-4	2.0	2	-1.1	5	-18	-1.0	2.9	5	100
Cc1cc(/C=C2/C(=O)NC(=O)N(c3ccc(Br)cc3)C2=O)c(C)n1C	2	-9	2.2	-11	-0.6	3	15	3.2	2.8	-1	95
O=C(COc1ccc(Cl)cc1Cl)N1CCN(C/C=C/c2ccccc2)CC1	-80	-10	-1.8	34	4.8	-27	-17	-2.0	0.1	2	100
Cc1ccc(C[n+]2c(-c3ccc(C)cc3)cc(-c3ccc(C)cc3)cc2-c2ccc(C)cc2)cc1	?	-2	16*	280*	68*	-374	-59	25*	nt	23*	109
O=C1CN=C(c2ccc[nH]2)c2cc(Cl)ccc2N1	10	3	3.0	-33	-3.5	17	6	-0.3	-0.9	-1	100
Cc1ccc(C(C)C)c(OCC#CCN2CCCC2)c1	25	-9	2.9	28	5.6	-28	8	1.9	2.5	-3	101
CCCCn1c(O)c(C(C)=NCCCn2ccnc2)c(=O)[nH]c1=O	16	6	3.6	1	-3.9	17	6	-0.3	4.1	-2	103
CCOC(=O)C1=C(N)Oc2cc(C)oc(=O)c2C12C(=O)N1c3c(cc(OC)cc32)C(C)=CC1(C)C (centres undefined)	-16	-5	-1.6	18	-1.4	8	-15	-2.4	2.6	2	103
O=c1[nH]c(=S)[nH]c(O)c1CN1CCCCC1	19	-3	1.0	-20	-2.4	13	11	2.2	1.2	1	96
c1ccc2c(N3CCNCC3)nsc2c1	nt	5	4.5	21	-2.4	12	-13	-2.0	2.1	5	108
CC(c1ccccc1)n1cncc1C(=O)N1CCCC1=O (centres undefined)	20	-2	-0.1	7	-2.1	9	4	1.3	2.1	-1	95
Cc1ccsc1C(=O)C1CCCN(Cc2c(C)nn(C(C)C)c2C)C1 (centres undefined)	-14	-5	3.0	46	1.0	-5	1	-1.2	1.8	-3	114
c1ccc2c(NC3=NCCS3)cccc2c1	24	6	0.7	6	2.9	-12	-43	-2.5	0.8	18*	nt
C[C@]12CC[C@H](O)CC1=CCC1C2CC[C@@]2(C)C1C[C@@H](O)[C@@H]2O (some centres undefined)	22	1	-0.9	0	0.2	-1	4	1.0	0.5	-1	123
COc1cc(OC)c(OC)cc1CNCCc1ccc(F)cc1	10	0	nt	110	-0.4	2	-1	nt	0.8	0	97
CC(C)C(=O)N1CCN(CCN=Cc2c(O)n(C)c(=O)n(C)c2=O)CC1	2	9	-0.2	75	-3.0	15	0	0.9	1.1	5	93
CN(CC#CCN1CCCC1)C(=O)c1cccc(Cl)c1	nt	-6	1.1	-15	-2.3	13	-11	1.7	3.0	0	101
CN(C)CC#CCC(O)(c1ccccc1)C1CCCC1 (centres undefined)	nt	3	2.1	-5	-2.7	12	3	0.8	2.0	1	106
CC(=O)C1(c2ccccc2)CCNCC1	-19	3	3.5	706*	-0.3	2	-4	1.6	2.1	1	101
COc1ccc2nc(NC3=NCCN3)sc2c1	9	-1	2.0	290	0.9	-5	-1	2.4	2.1	-3	99

Bioassay records deposited in PubChem by several laboratories.
